# L3MBTL1 block = L3MBTL1 (human) inhibition; Q9Y468; AlphaScreen L3MBTL1–H3K9me1 peptide binding; Potency, µM (titrated, usually from 57.1 µM), for the others: at the highest dose activity, negative = inhibition, usual class: inhibitors; hit rate 0.66% among 230,000; AID 485360; note: potency is the fitted concentration of half-maximal effect; % is set by controls: 0 for no effect and ±100 for the full control effect; nearly all actives have a fitted effect of over 60% in size
#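 AlphaScreen assay: L3MBTL1 (50 nM final) was preincubated 30 min at room temperature with biotinylated H3(1-15)K9me1 peptide (75 nM final), then 30 min with library compounds; streptavidin donor and nickel chelate acceptor beads (10 ug/mL final) added, 30 min dark.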
# KinaseGlo FLuc = blocks Kinase-Glo luciferase, a counter-screen artifact; Q27757; Kinase-Glo luciferase, ATP luminescence, 8 min; Potency, µM (top dose mostly 38.3 µM), without a hit: top-dose activity change, negative = inhibition, hits mostly inhibitors; hit rate 0.28% among 200,000; AID 1379; note: potency is the fitted concentration of half-maximal effect; % is set by controls: 0 for no effect and ±100 for the full control effect; nearly all actives have a fitted effect of over 60% in size
#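 Recombinant Kinase-Glo luciferase, 10 uM ATP (linear range), luciferin; imidazole pH 7.2 / KCl / MgCl2 / Tween / BSA buffer; 8 min RT; luminescence.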
# CBFb RUNX1 block = CBF-beta/RUNX1 interaction disruption. 230,000 tested, under 10 active. AID 1477. AlphaScreen CBFb-His/RUNX1-biotin binding, biochemical. Potency, µM (titrated, usually from 59.8 µM), inactives show at the top dose activity, negative = inhibition, usual class: inhibitors; note: % of control where 0% means no effect
# Target sequence (Q01196 whole entry, looked up): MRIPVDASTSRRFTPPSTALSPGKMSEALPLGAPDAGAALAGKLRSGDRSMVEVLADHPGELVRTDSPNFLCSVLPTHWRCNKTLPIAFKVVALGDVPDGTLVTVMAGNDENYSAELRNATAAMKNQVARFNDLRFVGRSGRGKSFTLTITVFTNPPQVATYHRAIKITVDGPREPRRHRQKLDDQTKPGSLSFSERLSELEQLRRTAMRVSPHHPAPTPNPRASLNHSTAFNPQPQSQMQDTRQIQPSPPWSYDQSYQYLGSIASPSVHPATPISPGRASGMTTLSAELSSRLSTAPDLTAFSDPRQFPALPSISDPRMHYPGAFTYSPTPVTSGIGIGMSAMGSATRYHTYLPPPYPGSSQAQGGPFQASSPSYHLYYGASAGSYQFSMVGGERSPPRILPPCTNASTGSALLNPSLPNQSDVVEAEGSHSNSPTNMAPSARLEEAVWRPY
# Target sequence (Q13951 whole entry, looked up): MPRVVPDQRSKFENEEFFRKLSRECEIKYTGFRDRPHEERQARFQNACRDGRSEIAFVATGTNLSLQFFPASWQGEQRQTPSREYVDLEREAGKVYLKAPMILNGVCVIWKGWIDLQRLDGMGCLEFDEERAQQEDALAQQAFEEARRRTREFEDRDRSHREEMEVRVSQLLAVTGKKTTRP
#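 Read-out: AlphaScreen. Format: His-CBF-beta with biotinylated RUNX1 (30 nM each) preincubated 20 min, compound 15 min, Ni-chelate plus streptavidin beads 90 min; room temperature throughout.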
# Epigenetic reg = epigenetic control regulation, reporter derepression | murine LDR cells, GFP reporter derepression, 30 h | Potency, µM (titrated, usually from 53.9 µM), for inactives: at the highest dose GFP activation, most hits filed as activators | hit rate 0.2% among 280,000 | AID 1865; note: potency is the fitted concentration of half-maximal effect; % of control where 0% means no effect; nearly all actives have a fitted effect of over 60% in size
#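 Readout is the number of GFP-expressing murine LDR cells, counted by cytometry following washing. Cells were treated with compound for 30 h at 37 C; the stably integrated CMV-GFP locus is normally silent.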
# NPSR antag = antagonists of human neuropeptide S receptor cAMP signaling. CHO-NPSR cells, cAMP TR-FRET, antagonist mode. Q6W5P4. hit rate 1% among 220,000. Potency, µM (titrated, usually from 38.3 µM), inactives show at the top dose activity change, negative = inhibition, most hits filed as inhibitors; note: potency is the fitted concentration of half-maximal effect; % is set by controls: 0 for no effect and ±100 for the full control effect; nearly all actives have a fitted effect of over 50% in size; many of its hits are not listed in these tables
# Target sequence (Q6W5P4 whole entry, looked up): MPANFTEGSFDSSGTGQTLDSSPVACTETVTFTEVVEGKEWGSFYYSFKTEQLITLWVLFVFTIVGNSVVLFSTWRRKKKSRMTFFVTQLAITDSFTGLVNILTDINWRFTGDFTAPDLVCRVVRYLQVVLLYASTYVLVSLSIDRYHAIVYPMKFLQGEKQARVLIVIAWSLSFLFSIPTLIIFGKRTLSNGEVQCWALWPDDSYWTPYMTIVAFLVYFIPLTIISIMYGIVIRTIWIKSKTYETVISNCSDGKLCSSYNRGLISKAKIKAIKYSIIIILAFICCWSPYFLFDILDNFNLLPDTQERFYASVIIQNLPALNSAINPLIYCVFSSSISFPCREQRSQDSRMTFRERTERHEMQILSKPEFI
# IMPase Li inh = cell-permeable IMPase inhibitors with lithium potentiation | CHO-M1 cells, IP1 TR-FRET (IP-One), carbachol + lithium | Potency, µM (doses to about 59.4 µM), for the others: top-dose activity, negative = IMPase inhibition, actives largely listed as inhibitors | hit rate 0.35% among 210,000 | AID 1457;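 note: IP1 builds up when IMPase is blocked and the TR-FRET signal falls; potency is the fitted concentration of half-maximal effect; plate controls were basal vehicle for no effect and high inhibitor control for full effect; nearly all actives have a fitted effect of over 50% in size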
#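 CHO cells stably expressing M1 receptor (2000/well) were cultured 16–30 h, then exposed to compounds with a small lithium addition for 30 min at 37C. IP1 was measured by TR-FRET competition; AC50 from Hill fits.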
# HTT aggregate = reduces HttQ103-GFP aggregates in PC12 cells. hit rate 1.1% among 220,000. PC12 HttQ103-GFP aggregates, Acumen cytometry, 40 h. Potency, µM (doses to about 46.1 µM), for inactives: top-dose activity change, negative = inhibition, hits mostly inhibitors; note: potency is the fitted concentration of half-maximal effect; % is set by controls: 0 for no effect and ±100 for the full control effect; nearly all actives have a fitted effect of over 60% in size
#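 Using laser scanning cytometry, GFP-positive aggregates were counted after lysis of PC12 cells induced with 100 nM tebufenozide to express HTT exon 1 Q103–GFP. Compounds were tested in titration.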
# * = called active by the depositor; ? = inconclusive; · = not tested or not shown; & = joins results of further samples; [ ] = dose if it differs, or a comment. Calls come from the whole dose curve; as a rule, active = well fitted curve in the direction sought with a large enough effect; inconclusive = small, poorly fitted or top-dose-only effect, or another doubt; inactive = no such curve, though single readings can be large; an effect the other way counts as inactive or inconclusive.
SMILES,L3MBTL1 block,KinaseGlo FLuc,CBFb RUNX1 block,Epigenetic reg,NPSR antag,IMPase Li inh,HTT aggregate
CNC(=S)NC1(C)CCS(=O)(=O)C1 (configuration not stated),13%,·,11%,0.0%,13%,·,8%[9.22 µM]
Cc1ccc(NNC(=O)c2ccno2)cc1C,5%,·,3%,-1.4%,6%[7.67 µM],·,-1%[9.22 µM]
CN(C)C(CNC(=O)Cc1cccc(C(F)(F)F)c1)c1ccco1 (configuration not stated),·,-2%,13%,5.9%,-18%,4%,13%
CC(C)c1cc(NCc2ccccn2)n2c(nc3ccccc32)c1C#N,28%,-3%,-10%,3.4%,-41%,-12%,-16%
CS(=O)(=O)N1CCN(c2ccccc2F)CC1,·,0%,4%,-0.7%,-3%[46.1 µM],-16%[38.3 µM],13%
Clc1ccc2[nH]c(-c3ccccc3)cc2c1,5%,8%,5%,0.0%,1%[46.1 µM],4%[38.3 µM],-24%
CCCCNC(=S)N(C)N=C1CCC(c2ccccc2)CC1 (configuration not stated),-22%,5%,-2%,-1.7%,-56%,11%,5%
CCOC(=O)C1CCCCN1Cc1cc(Cl)ccc1O (configuration not stated),·,-3%,11%,0.1%,-15%[46.1 µM],26%[38.3 µM],-12%
Cn1nccc1C(=O)NC(=S)Nc1sc2c(c1C#N)CCCCC2,6%,0%,6%,-0.9%,4%[46.1 µM],-1%[38.3 µM],17%
CCOc1ccc(-c2cn(S(=O)(=O)c3cccc4nsnc34)nc2N)cc1,-24%,7%,-25%,-0.2%,?,30%[38.3 µM],-2%
COC(=O)C1C(c2ccc(OC)cc2)NC(=O)NC1(O)C(F)(F)Cl (configuration not stated),6%,1%,6%,-2.9%,9%,4%,13%
CC(C)Cn1c(N)c(C(=O)CSc2nc3ccccc3n2C)c(=O)n(C)c1=O,2%,0%,1%,0.8%,5%[46.1 µM],?,6%
COc1cc2c(cc1OC)C(c1ccccc1)CC2=O (configuration not stated),·,·,0%,2.3%,-14%,·,-15%[9.22 µM]
Cc1cccc(NC2=NCC(=O)N2CCc2ccccc2)c1,2%,-4%,7%,-0.4%,-8%[46.1 µM],-11%[38.3 µM],13%
Cc1n(CC(O)COCc2ccccc2)c2ccccc2[n+]1C (configuration not stated),5%,-2%,-1%,0.9%,-2%[46.1 µM],1%[38.3 µM],3%
Cc1cccc(C(C)C)c1NC(=O)COC(=O)c1cccc(S(=O)(=O)N2CCc3ccccc3C2)c1,-10%,3%,2%,-1.8%,-5%,4%,13%
OCCN(CCO)CC(O)COc1ccc(Br)cc1 (configuration not stated),7%&5%,·,1%&1%,1.3%&0.6%,-3%&13%,·,-9%&-22%[9.22 µM]
Cc1ccc(/C=C/c2nnc(-c3cccc(C)c3)o2)cc1,5%,0%,17%,-0.9%,-7%[46.1 µM],-7%,6%
O=C(O)c1ccc(COc2ccccc2/C=C2\NC(=O)N(Cc3ccc(F)cc3)C2=O)cc1,-1%,1%,0%,-0.2%,-34%,23%,-29%
O=C(O)CCN1C(=O)c2ccc(NC(=O)c3ccco3)cc2C1=O,-2%,-8%,1%,3.2%,11%,-10%,13%

# Quoted at random: two compounds from above, in no set order.
SMILES,L3MBTL1 block,KinaseGlo FLuc,CBFb RUNX1 block,Epigenetic reg,NPSR antag,IMPase Li inh,HTT aggregate
O=C(O)c1ccc(COc2ccccc2/C=C2\NC(=O)N(Cc3ccc(F)cc3)C2=O)cc1,-1%,1%,0%,-0.2%,-34%,23%,-29%
Cc1ccc(/C=C/c2nnc(-c3cccc(C)c3)o2)cc1,5%,0%,17%,-0.9%,-7%[46.1 µM],-7%,6%

# The listing picks up, starting 3 compounds before the break.
SMILES,L3MBTL1 block,KinaseGlo FLuc,CBFb RUNX1 block,Epigenetic reg,NPSR antag,IMPase Li inh,HTT aggregate
Cc1ccc(/C=C/c2nnc(-c3cccc(C)c3)o2)cc1,5%,0%,17%,-0.9%,-7%[46.1 µM],-7%,6%
O=C(O)c1ccc(COc2ccccc2/C=C2\NC(=O)N(Cc3ccc(F)cc3)C2=O)cc1,-1%,1%,0%,-0.2%,-34%,23%,-29%
O=C(O)CCN1C(=O)c2ccc(NC(=O)c3ccco3)cc2C1=O,-2%,-8%,1%,3.2%,11%,-10%,13%
CCC(C)NC(=O)CO/N=C/c1ccccc1OC(F)F (configuration not stated),8%,-1%,3%,0.1%,8%,-6%,32%
Cc1cnc(C(=O)Nc2ccccc2-c2ccc(C)o2)cn1,·,-2%,-5%,0.0%,-11%[46.1 µM],35%[activator][38.3 µM],-1%
Clc1c(CSc2nc3ccccc3o2)nc2ccccn12,·,-2%,-5%,-0.1%,-23%[46.1 µM],26%[38.3 µM],?
Cc1c(C(=O)NN)[nH]c2ccc([N+](=O)[O-])cc12,-2%,·,-29%,1.1%,9%,·,3%[9.22 µM]
Nc1c(C(=O)c2cccs2)sc2nsc(SCCN3CCCCC3)c12,44%[activator],·,-5%,3.5µM*,19%,·,27%[9.22 µM]
Cc1ccc(C(=O)O/N=C/c2c(C)nn(C)c2Cl)cc1,6%,1%,5%,4.7%,10%,4%,-7%
O=C(O)C1CCCN1c1ncnc2c1oc1ccccc12 (configuration not stated),4%,-4%,-1%,2.7%,-5%[46.1 µM],12%,6%
Cc1noc(C)c1C(=O)Nc1sc2c(c1C(N)=O)CCC2,43%[activator][11.4 µM],1%,13%,-2.1%,?,7%[38.3 µM],5%
Cc1ccc(/C=N/n2c(-c3ccncc3)n[nH]c2=S)cc1,-3%,-1%,-4%,0.0%,-20%,6%,3%
Cn1c(=O)c2c(nc(N/N=C/c3cccnc3)n2Cc2ccccc2)n(C)c1=O,-8%,·,7%,-0.3%,3%[7.67 µM],·,-6%[9.22 µM]
CC1CC(C)CN(S(=O)(=O)c2ccccc2[N+](=O)[O-])C1 (configuration not stated),5%,2%,-4%,-0.1%,-5%,14%,-4%
Clc1ccccc1Cc1noc(CN2CCCCC2CCc2ccccn2)n1 (configuration not stated),-12%,0%,6%,-3.3%,25%,28%,-1%[9.22 µM]
CCc1c(C)c(C#N)c2nc3ccccc3n2c1N1CCN(c2cc(C)ccn2)CC1,7%,-2%,-1%,1.7%,-7%[46.1 µM],0%[38.3 µM],0%
Cc1cccc(N2CCN(c3ccc(N4C(=O)CCCC4=O)cc3[N+](=O)[O-])CC2)c1C,-7%,-5%,-6%,-1.8%,13%,4%,-2%
CCOc1cccc(C(=O)Nc2nnc(-c3ccco3)s2)c1,-36%,-5%,7%,4.5%,-12%[46.1 µM],-15%[38.3 µM],18%
O=C(C[n+]1cccc(NC(=O)c2ccccc2)c1)c1cccc([N+](=O)[O-])c1,-15%,0%,-5%,11%,-2%,-3%,16%
COc1ccc(Oc2cccc(Cl)c2CNC(=O)CCC(=O)O)cc1,0%,·,7%,1.1%,-8%,·,24%[9.22 µM]
Cc1cc2ccccc2nc1SCC(=O)N1CCCC1,2%,10%,1%,-0.8%,-15%[46.1 µM],-30%[38.3 µM],11%
CCc1ccc(Cn2nnc(C(=O)Nc3cccc(C)c3)c2N)cc1,·,3%,-1%,-0.4%,-3%[46.1 µM],0%[38.3 µM],14%
COc1ccc([N+](=O)[O-])cc1NC(=O)c1cn(-c2ccc(C)c(C)c2)c(=O)c2ccccc12,6%,4%,3%,0.0%,4%,1%,8%
Cc1nc(NCc2ccco2)c2c3c(sc2n1)CCC3,-6%,-2%,-8%,-1.1%,-7%[46.1 µM],4%[38.3 µM],?
FC(F)(F)c1cc(-c2cccs2)nc2ncnn12,-2%,-1%,-7%,4.0%,4%,-21%,8%[9.22 µM]
Cc1nonc1C1CCCN1Cc1nc(-c2ccccc2Cl)oc1C (configuration not stated),1%,2%,-2%,-0.5%,31%,4%,-2%[9.22 µM]
COC(=O)c1c(-c2ccc(C)cc2)csc1N,-2%,6%,-1%,0.0%,-9%,3%,-8%
Cc1cccc(C(=O)NC2CCN(CC(=O)N3CCOCC3)CC2)c1,9%,-2%,4%,2.2%,8%[7.67 µM],8%[38.3 µM],3%
O=C(N/N=C/c1cn(-c2ccccc2)nc1-c1cc2ccccc2o1)c1ccccc1Br,1%,6%,-4%,0.0%,-14%,6%,10%
Cc1ccc2c(CN3CCN(CCO)CC3)cc(=O)oc2c1C,·,-2%,-3%,0.6%,-2%[46.1 µM],18%[38.3 µM],10%
O=C(COc1ccc(F)cc1)N(CC1=CCS(=O)(=O)C1)c1ccccc1,·,5%,7%,0.0%,-12%[46.1 µM],16%[38.3 µM],-6%
O=C(c1ccccc1F)N(NC(=O)C(O)(c1ccccc1)c1ccccc1)c1ccccc1,7%,1%,14%,2.1%,-12%,2%,?
O=C(N/N=C/c1ccc[nH]1)c1ccncc1,·,2%,-4%,2.2%,35%,-12%,-6%
N#C/C(C(=O)Oc1ccccc1)=C1\C=CC=CN1,8%,-3%,4%,-1.0%,-5%[46.1 µM],-12%[38.3 µM],-8%
Cc1cc(NC(=O)c2cc(-c3ccco3)on2)no1,-1%,-1%,3%,0.0%,1%[46.1 µM],-10%[38.3 µM],9%
CCN(CC)Cc1ccc(Nc2ccnc3cc(Cl)ccc23)cc1O,·,0%,11%,?,·,33%[activator],·
CCOc1ccc2oc(C(=O)Nc3ccc(N4CCOCC4)cc3)c(C)c2c1,·,-4%,-6%,1.4%,-12%[46.1 µM],-38%[38.3 µM],9%
O=C(COC(=O)C1(c2ccccc2)CC1)N1CCN(c2ccc(F)cc2)CC1,·,3%,3%,-1.0%,?,22%[38.3 µM],-23%
COc1ccc(NC(=O)C(c2ccccc2)N(C)C(=O)c2cnccn2)cc1 (configuration not stated),·,1%,2%,0.0%,2%[46.1 µM],8%[38.3 µM],?

# Reformatted field by field: part of the list above.
CCCCNC(=S)N(C)N=C1CCC(c2ccccc2)CC1 (configuration not stated)
  L3MBTL1 block: -22%; KinaseGlo FLuc: 5%; CBFb RUNX1 block: -2%; Epigenetic reg: -1.7%; NPSR antag: -56%; IMPase Li inh: 11%; HTT aggregate: 5%

CCc1ccc(Cn2nnc(C(=O)Nc3cccc(C)c3)c2N)cc1
  L3MBTL1 block: ·; KinaseGlo FLuc: 3%; CBFb RUNX1 block: -1%; Epigenetic reg: -0.4%; NPSR antag: -3%[46.1 µM]; IMPase Li inh: 0%[38.3 µM]; HTT aggregate: 14%

COc1ccc([N+](=O)[O-])cc1NC(=O)c1cn(-c2ccc(C)c(C)c2)c(=O)c2ccccc12
  L3MBTL1 block: 6%; KinaseGlo FLuc: 4%; CBFb RUNX1 block: 3%; Epigenetic reg: 0.0%; NPSR antag: 4%; IMPase Li inh: 1%; HTT aggregate: 8%

Nc1c(C(=O)c2cccs2)sc2nsc(SCCN3CCCCC3)c12
  L3MBTL1 block: 44%[activator]; KinaseGlo FLuc: ·; CBFb RUNX1 block: -5%; Epigenetic reg: 3.5µM*; NPSR antag: 19%; IMPase Li inh: ·; HTT aggregate: 27%[9.22 µM]

# Screens from PubChem BioAssay.

# A portion of the library; rates above refer to the full screens.
